Screening results (PubChem BioAssay)
GLD-1 TGE inh: GLD-1-TGE RNA interaction inhibition (C. elegans); 320,000 compounds, 0.44% hits; AID 2280; Q17339; inhibition, % at 5.96 µM; purified GLD-1 + fluorescein TGE RNA, fluorescence polarization;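 active = percent inhibition above a per-plate cutoff, the plate mean of test compounds plus 3 SD, cut at about 30% in these data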;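 also: 0% = DMSO wells with GLD-1 and probe and 100% = wells lacking GLD-1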
Target sequence (Q17339 whole entry, looked up): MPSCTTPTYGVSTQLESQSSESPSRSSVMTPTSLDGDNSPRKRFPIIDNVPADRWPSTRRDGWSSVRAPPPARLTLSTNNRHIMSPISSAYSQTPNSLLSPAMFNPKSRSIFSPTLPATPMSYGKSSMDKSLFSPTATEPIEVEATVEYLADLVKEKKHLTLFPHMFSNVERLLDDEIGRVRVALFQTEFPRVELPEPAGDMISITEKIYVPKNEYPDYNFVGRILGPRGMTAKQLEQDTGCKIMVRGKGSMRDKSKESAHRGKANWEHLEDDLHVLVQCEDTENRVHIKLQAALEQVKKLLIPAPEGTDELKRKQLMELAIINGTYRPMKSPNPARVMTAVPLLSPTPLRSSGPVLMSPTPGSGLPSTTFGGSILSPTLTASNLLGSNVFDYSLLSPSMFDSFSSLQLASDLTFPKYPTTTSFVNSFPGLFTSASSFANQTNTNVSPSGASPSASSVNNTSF
MCL1-BIM inh: MCL1-BIM-BH3 interaction inhibition (human); Q07820; GST-MCL1 / FITC-Bim-BH3 fluorescence polarization; inhibition, % at 10.9 µM; 320,000 compounds, 0.68% hits;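 active = inhibition above the mean inhibition of all tested compounds plus 3 SD, set per campaign, cut at about 40% in these data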;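 also: 0% = DMSO wells and 100% = unlabeled Bim-BH3 peptide control; higher means more loss of mP so more displacement of Bim peptide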
Target sequence (Q07820 whole entry, looked up): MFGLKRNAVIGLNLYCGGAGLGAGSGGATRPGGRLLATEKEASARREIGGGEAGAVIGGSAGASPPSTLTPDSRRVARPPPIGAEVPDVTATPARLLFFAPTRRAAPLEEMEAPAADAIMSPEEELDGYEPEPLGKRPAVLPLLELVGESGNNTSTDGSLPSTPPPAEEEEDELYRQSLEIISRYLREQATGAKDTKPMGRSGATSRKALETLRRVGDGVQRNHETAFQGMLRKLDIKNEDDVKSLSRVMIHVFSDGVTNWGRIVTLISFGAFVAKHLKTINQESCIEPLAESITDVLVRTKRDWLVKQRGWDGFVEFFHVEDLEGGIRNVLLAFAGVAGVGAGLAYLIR
Fam108B inh: blocks mouse Fam108B hydrolase in RBBP9 counter-screen; recombinant Fam108B, FP-Rh probe fluorescence polarization; inhibition, % at 9.51 µM; 300,000 compounds, 0.33% hits;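 active = inhibition above the screen mean inhibition plus 3 SD, computed separately per campaign, cut at about 18% in these data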;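 also: inhibitors lower polarization as less probe binds the enzyme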
BCLXL inh: blocks human Bcl-xL binding to Bim BH3 peptide; Q07817; GST-Bcl-xL / FITC-Bim BH3 peptide fluorescence polarization; 320,000 compounds, 0.7% hits; AID 2129; inhibition, % at 10.9 µM;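 active = inhibition above the mean of all tested compounds plus 3 SD, cutoff set per campaign, cut at about 30% in these data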;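 also: 0% = DMSO wells and 100% = unlabeled Bim-BH3 peptide competitor; inhibitors lower millipolarization by displacing the labeled peptide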
Target sequence (Q07817 whole entry, looked up): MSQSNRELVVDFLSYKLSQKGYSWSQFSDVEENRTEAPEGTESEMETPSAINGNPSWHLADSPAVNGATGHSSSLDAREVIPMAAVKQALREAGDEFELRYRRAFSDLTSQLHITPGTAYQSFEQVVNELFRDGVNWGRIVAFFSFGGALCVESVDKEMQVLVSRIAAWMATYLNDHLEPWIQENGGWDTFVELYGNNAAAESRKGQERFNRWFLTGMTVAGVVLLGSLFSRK
TPT1 inh: inhibitors of Candida albicans tRNA 2'-phosphotransferase TPT1; recombinant caTPT1, FP RNA substrate dephosphorylation; inhibition, % at 5 µM; 300,000 compounds, 0.81% hits;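 active = inhibition above the mean of all tested compounds plus 3 SD, set per screening campaign, cut at about 24% in these data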;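 also: plate controls were DMSO alone for no effect and ferristatin control at 100 nM for full effect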
PME-1 primary: blocks human protein phosphatase methylesterase 1. inhibition, % at 5.9 µM. Q9Y570. 320,000 compounds, 0.53% hits. recombinant PME-1, FP-Rh probe fluorescence polarization;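 active = inhibition above the campaign mean of all compounds plus 3 SD, cut at about 26% in these data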;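 also: competitive labeling of PME-1 active site by serine hydrolase directed probe; 0% = PME-1 with DMSO and 100% = wells lacking PME-1 enzyme; inhibitors block probe labeling so polarization falls and inhibition rises; many of its hits are not listed in these tables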
GSTO1 counter: blocks human GSTO1 in RBBP9 counter-screen; 300,000 compounds, 1.1% hits; recombinant GSTO1, activity-based probe fluorescence polarization; P78417; inhibition, % at 5.96 µM; AID 1974;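 active = inhibition above the campaign mean inhibition plus 3 SD, cut at about 35% in these data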;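 also: 0% = GSTO1-1 with DMSO and 100% = wells lacking GSTO1-1 enzyme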
PAD4 inh: PAD4 (human) enzyme inhibition | Q9UM07 | recombinant PAD4, RCA probe fluorescence polarization | inhibition, % at 6.36 µM | 330,000 compounds, 0.41% hits | AID 485272;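 active = percent inhibition above a cutoff equal to the mean of all tested compounds plus 3 SD, cut at about 15% in these data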;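 also: 0% = PAD4 with RCA probe and DMSO and 100% = probe without PAD4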
MEX-5 binding: C. elegans MEX-5 TCR-2 RNA binding activity | 300,000 compounds, 0.38% hits | MEX-5/FITC-TCR2 RNA binding, fluorescence polarization; active compounds read low | activity score (negative = inhibition of binding), % at 10 µM | Q9XUB2 | AID 1832;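 active = inhibition past about -25% in most replicates, and total fluorescence under double the plate's negative control median, limit read from the data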;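 also: 0% = DMSO and -100% = 5 µM competing unlabeled TCR2 RNA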
* = called active by the depositor; · = not tested or not shown. Only part of the results is shown. The share of hits here may be higher or lower than overall.

SMILES	GLD-1 TGE inh	MCL1-BIM inh	Fam108B inh	BCLXL inh	TPT1 inh	PME-1 primary	GSTO1 counter	PAD4 inh	MEX-5 binding
CC(C)(C)NS(=O)(=O)c1cc(C(=O)O)ccc1Cl	-3	5	-1	8	-3	2	11	4	0.9
CCOC(=O)c1c(C)nc2sc3c(=O)n(-c4ccc(OC)cc4)nnc3c2c1-c1ccc(OC)cc1	3	7	-5	5	4	-12	4	-6	0.5
O=C(NCCCNC(=O)c1ccco1)c1ccco1	0	5	-3	4	1	-1	6	-3	-0.8
Nc1nonc1-n1nnc(C(=O)N/N=C/c2ccccn2)c1CNc1ccccc1	-2	7	1	2	1	1	5	-2	-4.4
CC(C)CCN(C(=O)C1=COCCO1)c1c(N)n(Cc2ccccc2)c(=O)[nH]c1=O	30	4	6	12	0	-5	3	-4	-16
NC(=O)c1c(NC(=O)c2ccccc2Cl)sc2c1CCC2	4	12	3	6	2	-1	-8	2	0.2
COc1ccc2c(c1)OC[C@H]1[C@H]2N2C(=O)CN(Cc3ccco3)C(=O)[C@@]2(C)[C@H]1c1ccccc1	-1	-1	·	2	·	-5	·	2	·
CCC(=O)N1CCCc2cc(S(=O)(=O)CCC(=O)Nc3ccccc3C)ccc21	2	-5	-2	4	2	-3	-4	3	-1.0
O=C(NNC(=S)NC(=O)c1cn(-c2ccccc2)nc1-c1ccccc1)c1ccncc1	-3	11	4	9	-1	5	-36	10	2.1
COC(=O)c1ccc(CNC(=O)COC(=O)CCC2CCCC2)cc1	-2	5	2	0	0	0	-1	1	0.0
O=C(CSCc1ccc(Cl)cc1)N/N=C/c1ccccc1	-1	5	-1	2	-1	5	1	-2	0.4
C=CCn1c2ccccc2c2nnc(SCc3[nH]c(=O)[nH]c3C(=O)CCCCC(=O)OCC)nc21	2	17	-1	12	3	1	12	-5	-0.8
CCN(CC)CCn1c(=N)n(CC(O)c2ccc(OC)c(OC)c2)c2ccccc21 (configuration not stated)	0	1	-1	1	-6	-3	3	-2	1.0
CC(=O)c1ccc(NC(=O)C(C)OC(=O)C2CC(=O)N(c3ccc4c(c3)OCCO4)C2)cc1 (configuration not stated)	-7	-8	1	-4	0	-4	1	0	-1.3
O=C(c1cccc(Cl)c1)N1CCC2(CC1)NCCc1[nH]cnc12	3	2	-2	6	-1	-3	3	-5	-3.1
O=C(c1ccc(Cl)cc1Cl)N1CCN(c2ccc(N3CCOCC3)nn2)CC1	5	-4	0	1	0	0	4	2	1.4
Cc1nnc(SCC(=O)Nc2ncc3c(n2)CC(c2ccccc2)CC3=O)s1 (configuration not stated)	-2	5	1	4	0	-2	9	1	-0.2
CCOC(=O)N1CCC(NC(=O)CSc2cc(=O)n(CC)c3ccccc23)CC1	4	-2	3	4	-1	2	9	-7	-3.0
CCCCNC(=O)c1onc(CSc2cccc(C)c2)c1C(=O)O	4	-12	0	3	0	4	-34	-3	1.5
O=C(c1ccco1)N1CCN(C(=O)c2cnn3c2NC(c2cccs2)CC3C(F)(F)F)CC1 (configuration not stated)	-1	5	8	7	0	4	-5	0	0.6
O=C(OCc1ccc(Br)cc1F)c1cc2ccccc2oc1=O	-6	-10	-4	4	5	-3	-1	-2	-4.8
CCSc1ccc(-c2nn(-c3ccccc3)cc2/C=C(/C#N)C(=O)NCCCOC)cc1	-1	-4	-8	2	0	2	-5	18*	·
O=C1c2ccccc2C(=O)N1SC1CCCCC1	2	9	0	6	1	2	10	-4	0.7
COc1cc(NC(=O)C2CC(=O)N(Cc3ccco3)C2)c(OC)cc1Cl (configuration not stated)	1	1	·	3	·	4	·	-7	·
CCCCN(C(=O)CCC(=O)Nc1cc(C)on1)C(C(=O)NC(C)(C)CC)c1cccc(OC)c1OC (configuration not stated)	-4	3	11	6	2	-5	3	0	-5.4
CCOc1ccc(NC(=S)N2CCC(NC(=O)C3CCCCC3)CC2)cc1	4	8	-6	2	3	-3	-1	3	-2.0
CC(C)N1CCC2(CC1)N=C(c1ccc3c(c1)OCO3)CC(c1cc(Cl)ccc1O)N2 (configuration not stated)	-4	-11	-16	-4	1	-27	-71	-4	-3.3
Cn1c(CSCCOc2ccccc2)n[nH]c1=S	-1	4	-1	-2	-6	-3	-3	3	-0.4
O=C(NC1CC1)C1CCN(C2CCN(C(=O)CCOc3ccccc3)CC2)CC1	4	8	2	1	3	-3	2	0	-1.6
CCOC(=O)C1(Cc2cccc(Cl)c2)CCCN(C(=O)c2cc(C(C)C)nn2C)C1 (configuration not stated)	8	4	2	6	0	4	7	2	1.9
COc1ccccc1C(c1nnnn1CCc1ccccc1)N1CCN(c2ccccc2)CC1 (configuration not stated)	4	4	2	1	-6	-9	6	-5	-0.1
O=C(Cn1c(NCCCO)nc2ccccc21)c1cccc(Br)c1	2	-1	2	0	3	-3	3	-2	0.0
NC(=O)CC(NC(=O)c1ccccc1)c1ccc(N2CCCCCC2)c([N+](=O)[O-])c1 (configuration not stated)	7	3	-3	4	-1	0	4	-3	-0.3
Cc1cn(CC(=O)c2ccccc2)c2ccccc12	-1	-3	-1	0	4	-3	2	3	0.0
CC(=O)CC(=O)Nc1ccccc1NC(C)=O	-3	7	2	7	-6	0	1	4	-1.5
COc1ccc(CNC(=O)CN(c2ccc(C)cc2)S(=O)(=O)c2c(C)noc2C)cc1	2	2	6	5	1	5	0	-1	0.4
CCc1ccc(OCCNC(=O)c2ccccc2SCc2ccc(F)cc2)cc1	13	-1	-3	7	-2	6	1	-2	2.7
CCN1CCN(CC(O)COCC2COc3ccccc3O2)CC1 (configuration not stated)	-5	-11	-1	-2	3	1	-3	-7	2.9
O=C(c1cc(COc2ccc(F)c(F)c2)on1)N1CCN(C2CCCCC2)C(=O)C1	3	-1	-2	5	4	-8	3	-5	3.7
NS(=O)(=O)c1ccc(CCNc2cc(=O)n(Cc3ccc(F)cc3)c(=O)[nH]2)cc1	7	-1	-3	2	0	1	-3	0	·
CN(C)CCNC(=O)c1onc(CSc2ccc(F)cc2)c1C(=O)NCCN(C)C	9	-1	0	5	0	-2	5	-2	-0.4
O=C(c1ccccc1[N+](=O)[O-])N1CCCC(C(=O)N2CCCCCC2)C1 (configuration not stated)	5	2	-1	3	1	-2	3	3	1.3
O=C(Nc1nc(-c2ccc3c(c2)OCCO3)cs1)c1ccco1	2	0	-4	4	1	3	0	2	-0.1
CC(/C=N\NC(=O)c1cc(C)oc1C)=C\c1ccccc1	-3	5	-3	6	0	-4	1	1	-3.2
C=CCn1c(SCC(=O)NC2CCCCC2)nnc1-c1ccccn1	2	2	5	3	-4	0	1	1	0.4

Random excerpt: 5 records from the list.
SMILES	GLD-1 TGE inh	MCL1-BIM inh	Fam108B inh	BCLXL inh	TPT1 inh	PME-1 primary	GSTO1 counter	PAD4 inh	MEX-5 binding
C=CCn1c(SCC(=O)NC2CCCCC2)nnc1-c1ccccn1	2	2	5	3	-4	0	1	1	0.4
NC(=O)CC(NC(=O)c1ccccc1)c1ccc(N2CCCCCC2)c([N+](=O)[O-])c1 (configuration not stated)	7	3	-3	4	-1	0	4	-3	-0.3
O=C(Cn1c(NCCCO)nc2ccccc21)c1cccc(Br)c1	2	-1	2	0	3	-3	3	-2	0.0
COc1ccccc1C(c1nnnn1CCc1ccccc1)N1CCN(c2ccccc2)CC1 (configuration not stated)	4	4	2	1	-6	-9	6	-5	-0.1
CC(=O)CC(=O)Nc1ccccc1NC(C)=O	-3	7	2	7	-6	0	1	4	-1.5

Other structures follow.
SMILES	GLD-1 TGE inh	MCL1-BIM inh	Fam108B inh	BCLXL inh	TPT1 inh	PME-1 primary	GSTO1 counter	PAD4 inh	MEX-5 binding
CCCCCN(C(=O)CCC(=O)OCc1ccccc1C(F)(F)F)c1c(N)n(CCCC)c(=O)[nH]c1=O	0	-4	-3	-2	-4	-7	-3	-4	-1.3
CCOC(=O)c1c(NC(=O)CSc2nnc(-c3ccc(Cl)cc3)o2)sc2c1CCC2	-3	3	-1	4	0	0	5	-3	1.4
CCC(C)NC(=O)C1CCN(c2nc(C)cc(C)n2)CC1 (configuration not stated)	-5	4	0	3	1	-2	0	0	-0.9
Cc1cc(C)n2nc(SCC(=O)N(C)c3ccccc3)nc2n1	2	3	0	1	-1	1	1	-1	0.6
Clc1cc(-c2ccccc2)nc(-c2ccccc2)n1	-2	-4	0	-1	-1	-1	2	0	-1.6
CCOC(=O)CN1C(=O)C(=O)N(Cc2ccccc2)C1=O	1	4	3	1	-3	-8	-7	1	1.2
COc1ccc(C(=O)N2N=C(c3cccc(OC)c3)CC2(O)C(F)(F)F)cc1 (configuration not stated)	7	7	6	-1	0	6	-1	-1	1.3
COc1ccccc1CO/N=C/NC(=O)c1c(OC)ccnc1Oc1ccc(F)cc1	-1	5	-1	2	1	3	-2	-3	1.6
Cc1ccc(NC(=O)COC(=O)COc2ccc(Cl)cc2C)c([N+](=O)[O-])c1	2	-2	2	2	-1	-2	-1	-4	-0.1
COc1cccc(-c2nc(CSCC(=O)N3CCc4ccccc43)c(C)o2)c1	8	6	-3	6	-1	15	-5	3	2.6
Cc1ccc(-n2nc3c(c2NC(=O)c2ccco2)CS(=O)C3)cc1 (configuration not stated)	-2	6	7	6	-1	5	0	0	0.6
CC(C)(C)C1CCC(=NNC(=O)CN(c2ccccc2)S(C)(=O)=O)CC1 (configuration not stated)	-1	-1	-2	0	3	6	4	-3	0.6
COc1ccc2[nH]c3c(=O)n(CCCCC(=O)N4CCCC4)c(=S)[nH]c3c2c1	2	-19	-1	-1	-2	12	12	3	1.6
CCCC(=O)Nc1cc(-c2nn(C)c(=O)c3ccccc23)ccc1N1CCOCC1	9	4	-1	8	0	-3	1	3	-1.3

In the list so far, 7 have an NH in an aromatic ring.
SMILES	GLD-1 TGE inh	MCL1-BIM inh	Fam108B inh	BCLXL inh	TPT1 inh	PME-1 primary	GSTO1 counter	PAD4 inh	MEX-5 binding
CC(C)CCN(C(=O)C1=COCCO1)c1c(N)n(Cc2ccccc2)c(=O)[nH]c1=O	30	4	6	12	0	-5	3	-4	-16
C=CCn1c2ccccc2c2nnc(SCc3[nH]c(=O)[nH]c3C(=O)CCCCC(=O)OCC)nc21	2	17	-1	12	3	1	12	-5	-0.8
O=C(c1cccc(Cl)c1)N1CCC2(CC1)NCCc1[nH]cnc12	3	2	-2	6	-1	-3	3	-5	-3.1
Cn1c(CSCCOc2ccccc2)n[nH]c1=S	-1	4	-1	-2	-6	-3	-3	3	-0.4
NS(=O)(=O)c1ccc(CCNc2cc(=O)n(Cc3ccc(F)cc3)c(=O)[nH]2)cc1	7	-1	-3	2	0	1	-3	0	·
CCCCCN(C(=O)CCC(=O)OCc1ccccc1C(F)(F)F)c1c(N)n(CCCC)c(=O)[nH]c1=O	0	-4	-3	-2	-4	-7	-3	-4	-1.3
COc1ccc2[nH]c3c(=O)n(CCCCC(=O)N4CCCC4)c(=S)[nH]c3c2c1	2	-19	-1	-1	-2	12	12	3	1.6
